# Bioassay records as filed in PubChem.
# CR mimetic SO: caloric restriction mimetics inhibiting age-related superoxide in yeast. 330,000 compounds, 0.18% hits. superoxide response (% of plate mean), % at 10 µM. S. cerevisiae aged cells, superoxide DHE fluorescence; hits give low values;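 active means superoxide response under a set limit, about three screen SD below normal, cut at about 65% in these data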;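 further: yeast aged for seven days with compound at 30 °C before DHE staining; 100% = average MFI of all compound-treated wells on the plate with controls excluded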
# LAP4 TOR yeast: yeast TOR pathway LAP4-GFP modulation; GFP response vs DMSO, % at 10 µM; 320,000 compounds, 0.34% hits; S. cerevisiae LAP4-GFP multiplex, flow cytometry GFP, 3 h; median GFP as percent of DMSO wells;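 active means GFP response vs DMSO above a set limit, about the screen mean plus 3 SD, cut at about 150% in these data; inconclusive means under 70 cell events counted for the yeast strain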
# AHR activator: human AHR activation. P35869. AHR-responsive luciferase reporter cells, luminescence. activation, % at 5 µM. 320,000 compounds, 2.5% hits; in the data active means activation above about 47%;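 further: 0% = vehicle wells and 100% = reference agonist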
# Target sequence (P35869 whole entry, looked up): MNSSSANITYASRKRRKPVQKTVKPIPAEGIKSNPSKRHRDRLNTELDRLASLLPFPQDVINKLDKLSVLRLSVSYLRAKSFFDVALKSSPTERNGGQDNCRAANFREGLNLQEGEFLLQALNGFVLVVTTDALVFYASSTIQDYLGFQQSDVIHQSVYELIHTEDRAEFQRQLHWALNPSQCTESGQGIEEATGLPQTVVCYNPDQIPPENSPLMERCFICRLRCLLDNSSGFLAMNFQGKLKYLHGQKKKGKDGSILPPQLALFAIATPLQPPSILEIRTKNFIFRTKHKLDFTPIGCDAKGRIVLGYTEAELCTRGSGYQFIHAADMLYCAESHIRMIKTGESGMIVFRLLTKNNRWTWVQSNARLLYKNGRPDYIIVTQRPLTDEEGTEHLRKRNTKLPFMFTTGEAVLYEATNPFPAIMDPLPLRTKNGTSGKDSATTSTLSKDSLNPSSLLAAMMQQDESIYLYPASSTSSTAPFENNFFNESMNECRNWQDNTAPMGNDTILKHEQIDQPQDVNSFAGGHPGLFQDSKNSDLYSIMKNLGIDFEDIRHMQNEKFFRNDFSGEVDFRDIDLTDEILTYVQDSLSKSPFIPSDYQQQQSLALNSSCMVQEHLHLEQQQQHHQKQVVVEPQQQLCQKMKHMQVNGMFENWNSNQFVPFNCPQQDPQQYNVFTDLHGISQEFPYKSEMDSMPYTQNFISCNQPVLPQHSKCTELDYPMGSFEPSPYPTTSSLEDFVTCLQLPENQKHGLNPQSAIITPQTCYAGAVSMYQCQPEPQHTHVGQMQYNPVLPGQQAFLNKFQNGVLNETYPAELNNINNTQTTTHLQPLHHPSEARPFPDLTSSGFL
# CIT2 TOR yeast: yeast TOR pathway CIT2-GFP modulation. S. cerevisiae CIT2-GFP strain, flow cytometry, 3 h; 100 means same as DMSO wells. GFP response vs DMSO, % at 10 µM. 320,000 compounds, 0.065% hits;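 active means GFP response relative to DMSO above a set limit, near the screen mean plus 3 SD, cut at about 150% in these data; inconclusive means Fewer than 70 cells measured for a yeast strain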;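 further: ratio of well median GFP fluorescence to mean of DMSO wells on the plate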
# AGP1-GFP MLPCN: alters AGP1-GFP fluorescence in TOR pathway yeast screen; AID 2066; GFP response vs DMSO, % at 10 µM; S. cerevisiae AGP1-GFP multiplex flow cytometry, 3 h; GFP as percent of DMSO wells; 320,000 compounds, 0.02% hits;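 active means GFP response relative to DMSO above a set limit, near screen average plus 3 SD, cut at about 150% in these data; inconclusive means fewer than 70 cells counted for the yeast strain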;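 further: median GFP channel fluorescence of the gated AGP1 strain per well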
# MEP2-GFP yeast: yeast TOR pathway MEP2-GFP modulation | S. cerevisiae MEP2-GFP strain, flow cytometry GFP, 3 h; 100% = DMSO control level | GFP response vs DMSO, % at 10 µM | 330,000 compounds, 0.51% hits;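 active means GFP response versus DMSO above a set limit, roughly screen mean plus 3 SD, cut at about 180% in these data; inconclusive means fewer than 70 cells counted for a yeast strain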;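 further: median GFP fluorescence of the barcode-gated MEP2-GFP cells per well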
# Efflux pump inh: antifungal efflux pump inhibition, Nile Red retention. S. cerevisiae Candida pump triplex. inhibition, % at 10 µM. 330,000 compounds, 0.44% hits. AID 485275;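 active means plate passing quality check with inhibition over a set limit, or well fluorescence over plate mean plus 4 SD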;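 further: Nile Red retained in pooled yeast measured as flow cytometry median fluorescence; 0% = buffer negative control and 100% = Enniatin B positive control; higher means more Nile Red kept so more efflux inhibition; some compounds called inactive have numbers as strong as hits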
# RPL19A TOR yeast: modulators of TOR pathway RPL19A-GFP in S. cerevisiae | S. cerevisiae RPL19A-GFP strain, flow cytometry, 3 h; hits give low values | percent response vs DMSO, % at 10 µM | 330,000 compounds, 0.3% hits | AID 2025;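 active means percent response vs DMSO below 50%; inconclusive means fewer than 70 events counted for the yeast strain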;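 further: median channel GFP fluorescence of the barcoded RPL19A-GFP strain; ratio of sample median GFP to plate DMSO average so 100% = DMSO; lower means less RPL19A-GFP as with rapamycin TOR inhibition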
# The depositor's hits bear a star; ? = inconclusive; . = no result given; [ ] = dose if it differs, or a comment.
structure,CR mimetic SO,LAP4 TOR yeast,AHR activator,CIT2 TOR yeast,AGP1-GFP MLPCN,MEP2-GFP yeast,Efflux pump inh,RPL19A TOR yeast
COC(=O)c1ccccc1NC(=O)CNc1cc(Cl)ccc1N1CCOCC1,96,98,2,107,110,101,0.0,96
C=CCN1C(=O)C(=O)N(CC(=O)NCC(=O)Nc2ccc(F)c(F)c2F)C1=O,108,104,3,106,105,110,-0.3,102
O=C(N/N=C\c1c(O)ccc2ccccc12)c1ccc(S(=O)(=O)N2CCCCC2)cc1,102,96,4,108,110,102,0.1,99
O=C(Nc1nnc(CCc2ccccc2)s1)c1ccco1,107,90,1,101,96,105,0.0,95
COc1ccc(C(=O)NCCc2ccccc2)cc1[N+](=O)[O-],102,94,0,95,96,101,0.1,104
O=C(NCc1ccc2c(c1)OCO2)C1CC(=O)N(c2ccc(O)cc2)C1 (configuration not stated),95,92,-2,94,96,102,0.1,94
CC(=O)c1ccccc1NS(C)(=O)=O,109,93,-4,99,97,100,0.0,102
COc1ccccc1CNS(=O)(=O)c1ccc2c(c1)CC(C)N2C(=O)C1CC1 (configuration not stated),104,113,4,107,105,109,0.0,108
COc1ccc(Cl)cc1N1C(=O)/C(=C\c2sccc2C)N=C1SCC(=O)NC1CC1,94,88,20,116,97,104,-0.1,102
O=C(Nc1cnn(Cc2ccc(F)cc2)c1)c1noc2c1CCCC2,102,109,34,109,104,105,-0.1,94
CN1C(=O)/C(=C/c2ccc(-c3ccccc3[N+](=O)[O-])o2)SC1=Nc1ccc(Cl)c(C(=O)O)c1,113,60[may fluoresce violet],23,?,?,126[may fluoresce violet],0.8,41*[may fluoresce violet]
COCC(=O)N(C)CC1CCCN(CCc2ccccc2OC)C1 (configuration not stated),97,96,1,97,95,101,0.2,101
O=C(Cn1c(=O)c2ccccc2n(CC(=O)N2CCCCC2)c1=O)N1CCCCC1,96,115,0,106,109,119,0.0,98
COC(=O)c1cnn(-c2ccccc2)c1/C=N/NC(=S)Nc1ccc(Cl)cc1,89,94,2,100,96,94,0.4,95
COC(C)(C)[C@]12CC(O)(C(C)C)ON1[C@H]1CCCCC1N2O (some centres not stated),92,103,1,107,106,113,0.0,104
Cc1ccc(S(=O)(=O)N2CCN(C(=O)C3COc4ccccc4O3)CC2)cc1C (configuration not stated),69,104,-3,116,114,104,0.1,.
CCn1c(C)[n+](CC)c2ccc(S(=O)(=O)N(C)C)cc21,120,104,2,96,94,101,-0.2,104
Cc1ccc2c(c1)NC(=O)C(CC(=O)NCCCN1CCCCC1C)O2 (configuration not stated),101,108,0,108,112,107,-0.1,98
CCOC(=O)C1CCN(Cc2ccc(F)cc2F)CC1,100,100,-3,94,94,100,0.1,100
CC1(C)Cc2nc3nc(SCC(=O)Nc4ccccc4)nc(N)c3cc2CO1,86,108,4,95,98,90,0.0,98
Cc1c(C#N)c(NC(=O)CCl)n(Cc2ccccc2)c1C,89,114,-3,97,107,95,0.0,99
CC/C(=N\Nc1ccc([N+](=O)[O-])cc1)c1ccccc1,96,98,-3,105,96,103,-0.2,103
Cc1ccn(CCC(=O)N2CCCC(CCC(=O)NCc3ccc(F)c(F)c3)C2)n1 (configuration not stated),107,101,2,105,109,105,0.0,100
CCCN(C(=O)c1c(-c2ccccc2)noc1C)c1c(N)n(Cc2ccccc2)c(=O)[nH]c1=O,101,105,1,86,96,95,-0.1,98
Cc1cccc(C(=O)NCCN(C)C)c1,124,99,1,97,96,101,0.0,96
CC1CCCCC12NC(=O)N(CC(=O)NC(=O)NCc1ccco1)C2=O (configuration not stated),99,96,-3,98,98,105,-0.1,99
CCN1CCN(S(=O)(=O)c2ccc(Cl)c(C(=O)NC(C)(C)C)c2)CC1,108,97,1,102,101,108,0.2,100
CCOC(=O)C1CCCN(C(=O)Cn2nc(C)n3nc(-c4ccccc4)cc3c2=O)C1 (configuration not stated),92,92,6,93,91,97,-0.5,90
CCn1c(SCC(=O)Nc2ccc(OC)cc2)nc2c1c(=O)n(C)c(=O)n2C,96,101,8,107,102,105,0.3,105
COc1ccc(OC)c(C(O)CNC(=O)CN)c1 (configuration not stated),111,103,-2,87,87,94,0.1,101
Cc1cccc(N2C(=O)CC(Sc3nc(C)cc(C)n3)C2=O)c1 (configuration not stated),110,99,-6,98,98,101,0.1,101
CCCCCCC(C)n1[nH]c(=O)c2c(C)cc(C)nc21 (configuration not stated),89,103,1,98,103,96,-0.1,99
O=C(CN1CCc2ccccc21)NC(=O)NCc1ccccc1,106,102,8,96,99,96,-0.2,99
C/C(=N\NC(=O)CC1N=C(Cc2ccccc2)NNC1=O)c1ccncc1 (configuration not stated),108,97,57*,93,95,94,0.2,95
Cc1ccc2c(c1)[C@H]1[C@H](CO2)[C@H](c2ccccc2)[C@]2(C)C(=O)Nc3cc(Cl)ccc3C(=O)N12,95,127,13,100,92,90,0.2,97
COc1cccc(NC(=O)c2ccc(-c3ccccc3[N+](=O)[O-])o2)c1,96,136,2,83,96,92,0.1,91
CC(=O)Nc1ccc(S(=O)(=O)Oc2ccc3c(c2)C(C)=CC(C)(C)N3)cc1,96,109,19,94,101,107,0.0,106
Fc1ccc2c(c1)/C(=N/Nc1ccccn1)CCS2,103,88,19,110,104,104,0.0,99
O=c1n(-c2ccccc2)c(=O)n(Cc2ccccn2)n1Cc1ccccn1,94,103,0,108,111,114,0.0,104
COc1cc2ccccc2cc1C(=O)N1CCN(c2ccccc2O)CC1,66,113,4,98,104,103,0.2,105
Cc1c(C(C)(C)C)sc(=NC(=O)c2ccccc2O)n1C,111,89,40,97,77,105,0.2,91
COc1cc2c(cc1OC)/C(=C/C(=O)c1cccc([N+](=O)[O-])c1)NCC2,100,104,79*,95,94,104,-0.3,98
Cn1ccnc1Sc1cc(Cl)ccc1[N+](=O)[O-],120,100,-1,88,100,98,0.3,106
O=c1c(Cc2c(F)cccc2Cl)c(O)ccn1C1CCCCCC1,104,97,1,102,97,102,0.0,97
CC(CN1CCOCC1)(NS(=O)(=O)c1ccccc1)c1ccccc1 (configuration not stated),101,98,-2,106,106,107,0.0,103
Cc1ccc(C(=O)Nc2ccc(C(=O)N/N=C/c3c[nH]c4ccccc34)cc2)cc1,79,96,21,106,101,104,-0.1,107
C(=N\Nc1nncc2ccccc12)/c1ccccn1,80,104,5,102,99,99,-0.2,101
NNC(=O)c1cccc(COc2cccc(Br)c2)c1,96,100,51*,102,94,98,-0.1,.
CC(CNC(=O)Cn1ccc(N)nc1=O)c1ccccc1 (configuration not stated),99,97,-4,99,94,99,0.2,94
COC(=O)Cc1ccc(NC(=O)c2cccs2)cc1,100,?,-5,?,?,?,0.1,?

# Following part.
structure,CR mimetic SO,LAP4 TOR yeast,AHR activator,CIT2 TOR yeast,AGP1-GFP MLPCN,MEP2-GFP yeast,Efflux pump inh,RPL19A TOR yeast
CC(C)c1ccc(C(O)P(=O)(OC2CCCCC2)OC2CCCCC2)cc1 (configuration not stated),89,90,-2,101,102,97,-0.1,99
Cc1nc2c(C(=O)N3CCOCC3)cnn2c(C)c1Cc1cccc(Cl)c1,109,98,2,93,94,101,1.0,97
COc1ccc(-n2cc([N+](=O)[O-])c(=O)c3ccc(Cl)cc32)cc1,122,126,-4,107,116,103,-0.1,101
N#C/C(=C\Nc1ccccc1SC(F)(F)F)c1nc(-c2ccccc2)cs1,96,93,11,101,104,101,0.2,103
COC(=O)c1cc(NC(=O)Cn2c(=O)cnc3ccccc32)cc(C(=O)OC)c1,100,91,11,.,100,96,0.3,99
Cc1ccc(S(=O)(=O)NC(=O)C2CCCCC2)cc1,90,91,0,91,95,97,-0.1,98
CN(C)CCNC(=O)c1ccc(COCC(F)(F)F)cc1,97,97,3,101,99,100,0.0,98
CCNS(=O)(=O)c1ccc(NC(=O)Cn2cc([N+](=O)[O-])cn2)cc1,91,102,-3,104,102,98,-0.1,99
COc1ccc(NC(=S)NNS(=O)(=O)c2ccc3ccccc3c2)c(OC)c1,102,97,-1,101,98,100,-0.1,97
Cn1c(O)c(N=Nc2ccccc2)c2ccccc21,105,94,55*,97,98,103,0.1,100
COCCn1c(SCC(=O)N(C)c2c(N)n(Cc3ccccc3)c(=O)[nH]c2=O)nnc1-c1cccc(C)c1,87,100,4,86,98,91,0.0,88
CCOc1cc(NCCN2CCOCC2)c([N+](=O)[O-])cc1OCC,85,94,2,109,98,107,0.0,95
Cc1cc2nc3n(c2cc1C)CC1CC(C(=O)NCc2ccco2)N(C)C31 (configuration not stated),98,94,0,101,101,100,0.2,97
N#Cc1c(-c2ccccc2)cc(C2CC2)nc1N,94,81,10,99,80,94,0.1,98
COc1nc(-c2ccc(C)cc2)ccc1-c1noc(-c2cccnc2)n1,95,106,5,92,101,100,0.2,100
NC(=O)COc1ccc(NC(=O)CC23CC4CC(CC(C4)C2)C3)cc1,103,82,0,98,91,98,0.2,95
CCOC(=O)c1sc(=S)n(-c2ccccc2Cl)c1SC,99,97,-4,98,101,98,0.0,100
C/C(Cn1nc([N+](=O)[O-])cc1C)=N\NC(=O)COc1ccccc1[N+](=O)[O-],104,98,3,92,95,98,0.1,96
CCN(CC)S(=O)(=O)c1ccc2[nH]cc(C(=O)NCCc3ccccc3)c(=O)c2c1,100,108,3,99,105,99,0.0,96
COc1ccccc1-c1nnc(SCc2nc3ccccc3[nH]2)n1C,92,76,11,79,83,97,0.0,114
CC(=O)Nc1ccc(NC(=O)C(C)OC(=O)CCc2c[nH]c3ccccc23)cc1 (configuration not stated),99,107,2,100,101,99,-0.2,98
COC(Cn1cc(C)c(=O)[nH]c1=O)OC,98,94,-1,96,96,92,0.0,95
CCN=c1sc(C(=O)NCCc2ccccc2)cc(=O)n1CC,98,107,1,98,97,96,-0.1,101
CSCCC(NC(=O)COc1ccccc1)C(=O)N(C)CC(=O)Nc1c(C)cccc1C (configuration not stated),108,104,-1,91,108,95,0.0,98
CCN(CC)CCNC(=O)c1ccc(NC(=O)c2ccc(F)cc2F)cc1,76,96,-2,95,91,101,-0.1,91
CCOc1ccccc1Nc1nnc(SCc2ccc(C(=O)OC)o2)s1,93,102,1,97,98,112,-0.1,96
O=C(NCC1CC1)C1(C(F)(F)F)CC(CCc2ccccc2)CCCO1 (configuration not stated),103,109,-2,95,99,97,0.0,112
CSc1ccc(CCNC(=O)CN2C(=O)CCSc3ccccc32)cc1,97,83,-1,96,86,104,-0.2,94
Cc1ccc(NC(=O)COC(=O)c2cccc(N3C(=O)c4ccccc4C3=O)c2)cc1,102,112,1,96,106,100,-0.1,99
Cc1ccc(S(=O)(=O)NCCC(=O)Nc2cc(F)ccc2C)cc1C,100,97,2,104,104,101,0.0,101

# In a second layout: entries from further up.
CCN(CC)CCNC(=O)c1ccc(NC(=O)c2ccc(F)cc2F)cc1
  CR mimetic SO: 76	LAP4 TOR yeast: 96	AHR activator: -2	CIT2 TOR yeast: 95	AGP1-GFP MLPCN: 91	MEP2-GFP yeast: 101	Efflux pump inh: -0.1	RPL19A TOR yeast: 91

CCOc1ccccc1Nc1nnc(SCc2ccc(C(=O)OC)o2)s1
  CR mimetic SO: 93	LAP4 TOR yeast: 102	AHR activator: 1	CIT2 TOR yeast: 97	AGP1-GFP MLPCN: 98	MEP2-GFP yeast: 112	Efflux pump inh: -0.1	RPL19A TOR yeast: 96
